# Source: PubChem BioAssay (several laboratories)
# sdo1 growth – sdo1-depleted yeast growth rescue; S. cerevisiae sdo1-depleted JHY4D growth rescue, OD600 30 h; active compounds read high; pdr5 snq2 efflux-pump mutant strain; z-score at 10 µM; 140,000 tested, 0.21% active;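 active = z-score above 3 at both the 24 hr and the 30 hr optical density reads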;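 also: z-score against mean and SD of all compound wells on the same plate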
# Insulin prom inh – TRM-6 insulin promoter activity inhibition. AID 1273. TRM-6 cells (human fetal islet line), insulin promoter-eGFP reporter, imaging; reporter expression induced with tamoxifen. 130,000 tested, 0.9% active. inhibition, % at 2 µM;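 active = inhibition above the mean plus 3 SD, with well images judged a real hit on visual review, cut at about 60% in these data, passing the limit was not always enough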
# sdo1 growth Rescue 24 h – recorded beside sdo1 growth, whose call it bears; z-score; S. cerevisiae sdo1-depleted JHY4D growth rescue, OD600; measured here: growth rescue at 24 h;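 0 is the plate mean of compound wells and units are plate SD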
# * hit, by the source's call; · = no result given. Not all compounds are listed, so the mix of outcomes need not match the whole.
sdo1 growth,SMILES,sdo1 growth Rescue 24 h,Insulin prom inh
0.12,c1ccc(CNc2nc3ccccc3[nH]2)cc1,-0.02,63.6
·,Cc1cc(C)n(C(=O)c2ccc([N+](=O)[O-])cc2N)n1,·,-43.8
0.12,O=C(CC1SC(=Nc2ccccc2)N(CCc2ccccn2)C1=O)Nc1ccc(F)cc1 (configuration not stated),0.08,·
·,Cc1cc([N+](=O)[O-])nn1CC(=O)Nc1c(C)n(C)n(-c2ccccc2)c1=O,·,13.3
0.08,COCCOC(=O)C1=C(C)Nc2nc(C)nn2C1c1ccc(F)cc1 (configuration not stated),0.17,·
-0.61,CCC(C)C(=O)Nc1ncc2c(n1)CC(c1cccs1)CC2=O (configuration not stated),-1.03,32.4
-0.79,COc1cc(CNc2ccc(CNc3ncn[nH]3)cc2)cc(Cl)c1OCc1ccccc1,-0.8,·
-0.87,N#Cc1c2c(c(Nc3ccc(O)cc3)n3c1nc1ccccc13)CCC2,-0.43,·
0.13,O=C(Cn1cnc2ccccc21)NCc1ccccc1,0.16,-46.1
-0.39,O=c1c(O)c(-c2ccc(O)cc2O)oc2cc(O)cc(O)c12,-0.49,38.1
-0.35,CC(=O)Nc1ccc(S(=O)(=O)c2ccc(N)cc2)cc1N,-1.04,·
3.08,Cc1cc(OC(=O)c2cc(F)c(F)cc2Cl)nc(C)n1,2.8,29.7
-0.04,O=C(CSc1ccccc1)NCc1ccccn1,0.24,·
-0.84,O=C(Nc1cccc(-c2csc(-c3ccccc3)n2)c1)c1cccs1,-0.5,23.3
0.7,O=C(N/N=C1/CC2C=CCC12)c1ccco1 (configuration not stated),0.15,32.3
-1.67,O=C(c1ccccc1)c1cccc(NC(=O)c2ccc(Br)o2)c1,-1.91,-55.2
·,FC(F)(F)c1ccc2c(c1)C1C=CCC1C(c1ccncc1)N2 (configuration not stated),·,46.7
-0.19,O=C1[C@H]2[C@@H](C(=O)N1c1cccc3ccccc13)C1(C(=O)c3ccccc3C1=O)N1CCC[C@@H]21,-0.12,-23.3
-0.57,CCOc1ccc(NC(=O)c2ccccc2O)cc1,-0.2,-7.4
0.43,O=C(NC(=S)NCCN1CCOCC1)c1ccccc1,-0.04,·
-0.1,O=C(Nc1cc(N2CCOCC2)ncn1)c1ccccc1,-0.53,·
0.76,COc1ccc(C2(C(F)(F)F)NC(=O)N(C)C(=O)N2C)cc1 (configuration not stated),0.78,27.3
·,COCCCNC(=O)/C=C/c1ccc(OCc2c(F)cccc2Cl)cc1,·,-11.6
-1.49,O=C1/C(=C\c2ccccn2)SC(=S)N1Nc1ncc(C(F)(F)F)cc1Cl,0.02,18.9
·,CN(C)/C=C/c1onc(-c2ccccc2Cl)c1C#N,·,0.0

# Reprinted from above for reference:
sdo1 growth,SMILES,sdo1 growth Rescue 24 h,Insulin prom inh
0.12,c1ccc(CNc2nc3ccccc3[nH]2)cc1,-0.02,63.6
·,Cc1cc(C)n(C(=O)c2ccc([N+](=O)[O-])cc2N)n1,·,-43.8
0.12,O=C(CC1SC(=Nc2ccccc2)N(CCc2ccccn2)C1=O)Nc1ccc(F)cc1 (configuration not stated),0.08,·
·,Cc1cc([N+](=O)[O-])nn1CC(=O)Nc1c(C)n(C)n(-c2ccccc2)c1=O,·,13.3
0.08,COCCOC(=O)C1=C(C)Nc2nc(C)nn2C1c1ccc(F)cc1 (configuration not stated),0.17,·
-0.61,CCC(C)C(=O)Nc1ncc2c(n1)CC(c1cccs1)CC2=O (configuration not stated),-1.03,32.4

# Further compounds follow:
sdo1 growth,SMILES,sdo1 growth Rescue 24 h,Insulin prom inh
-0.59,Nc1cc(N)nc(SCc2ccccc2)n1,-0.63,8.4
1.34,COc1ccccc1NC(=O)Nn1cnnc1,1.47,50.0
1.49,Cc1onc(-c2ccccc2)c1C(=O)NC(=S)NNC(=O)c1ccc(O)cc1,2.15,13.3
1.51,COc1ccc(N(CC(=O)Nc2ccc3c(c2)OCCO3)S(=O)(=O)c2c(C)nn(C)c2C)cc1,1.19,·
-0.71,COC(=O)C(C)Sc1nc2c(cnn2-c2ccccc2)c(=O)[nH]1 (configuration not stated),-0.9,·
-0.12,Cc1ccc(C2CC2C(=O)NN)cc1 (configuration not stated),-0.59,0.0
-0.63,CC1CCC2(CC1)Nc1ccccc1C(=O)N2c1ccccc1 (configuration not stated),-0.76,0.0
-0.87,O=C(Cc1ccccc1)Nc1nnc(-c2cccs2)s1,-0.56,-47.4
-0.82,Cc1ccc(C(=O)N/N=C2\SCC(=O)N2c2cc(C)ccc2C)cc1,-0.99,29.7
·,Cc1ccc(CN(C)C(=O)c2cc(COc3ccc(F)cc3Cl)on2)o1,·,33.3
-1.41,COc1ccc(O)c(/C=c2/sc3nc4cc(C)c(C)cc4n3c2=O)c1,-1.94,11.1
-0.28,COc1ccc(C(=O)C(C)OC(=O)c2cccc(S(=O)(=O)Nc3cc(Cl)c(OC)cc3OC)c2)cc1 (configuration not stated),0.75,-42.9
-1.58,CCCn1cc(NC(=O)c2cc3n(n2)C(C(F)(F)F)CC(c2ccccc2)N3)cn1 (configuration not stated),-1.15,-431.2
-0.6,Cc1onc(-c2c(F)cccc2Cl)c1C(=O)N1CCc2ccccc2C1,-0.78,12.9
-0.39,CCCC[C@@H]1C[C@H]1[C@@H](NC(=O)c1cccs1)c1ccc(Cl)cc1,-0.62,20.0
-0.14,CN(C)S(=O)(=O)c1ccc(Oc2ccccc2)cc1,-0.3,-475.0
0.31,CCOC(=O)Cc1cc(=O)n2[nH]c(-c3ccccc3)cc2n1,-1.12,-31.0
-0.14,Cc1ccc(F)cc1NC(=O)Cc1nn(C)c(=O)c2ccccc12,-0.45,-7.9
-0.91,O=C(COC(=O)c1ccc2c(c1)OCCO2)Nc1cc(Cl)ccc1Cl,-0.04,-6.7
-1.3,O=C(CCCOc1ccccc1)N1CCN(S(=O)(=O)c2cccs2)CC1,-1.82,-140.0
1.2,O=C(N/N=C/c1ccc[nH]1)c1ccccc1[N+](=O)[O-],-0.81,-10.2
0.09,CSc1nnc(-c2ccccc2N=Cc2c(C)[nH]n(-c3ccccc3)c2=O)c(=O)[nH]1,-0.15,-10.3
-1.34,N#Cc1cn(-c2ccccc2)nc1C(=O)c1ccccc1,-0.13,-8.1
0.04,Cc1cccc(CN2CCc3c(OCC(=O)NCc4ccco4)cccc3C2=O)c1,-0.11,·
·,CCN(CC)c1nc(-c2ccccc2)nc2c1sc(=S)n2CC,·,7.1
0.28,c1cncc(N=c2scc(-c3cccc4ccccc34)n2CCCn2ccnc2)c1,0.46,-30.8
-0.51,CCOc1ccccc1NC(=S)N1C2CCC1CC(NC(=O)NC13CC4CC(CC(C4)C1)C3)C2 (configuration not stated),-0.55,-7.1
-1.48,O=C(NC(=S)N1CCN(c2ccc(Cl)cc2[N+](=O)[O-])CC1)c1cccs1,-1.03,·
-0.53,Cc1cccc(NC(=O)Nc2cccc(C)n2)n1,0.13,3.0
-0.18,CC1(C)Cc2nc3oc4c(=S)nc[nH]c4c3cc2CO1,0.15,·
-0.59,O=C1c2cccc(OCc3ccc(F)cc3)c2CCN1Cc1ccc(F)cc1,-0.97,·
0.68,Oc1[nH]c2ccccc2c1/C=N/c1nccs1,-0.47,27.3
·,NC(Cc1ccc2nsnc2c1)C(=O)O (configuration not stated),·,-37.5
0,Clc1cc(Br)ccc1OCCn1ccnc1,0.18,-23.3
1.9,COCCCN(CCCN)Cc1ccco1,1.88,·
·,CC1CC(C)(C)Nc2ccc(N=O)cc21 (configuration not stated),·,-158.3
0.08,COc1ccc(CCn2c(-c3cc([N+](=O)[O-])cc([N+](=O)[O-])c3)nc3nc4ccccc4nc32)cc1OC,0.03,·
·,O=C(Nn1cnc2ccccc2c1=O)c1ccccc1[N+](=O)[O-],·,-33.3
0.37,CCn1c(-c2ccccc2Cl)nn(CC(=O)Nc2ccccc2C)c1=S,2.06,·
·,COC(=O)Cc1ccc(NC(=O)c2ccc(NC(=O)c3ccco3)cc2)cc1,·,25.0
·,c1ccc(C(c2ccccc2)N2CCN(C(c3ccccn3)c3nnnn3C3CCCC3)CC2)cc1 (configuration not stated),·,-3.7
0.81,CN1CCN(C(c2ccc(F)cc2)c2nnnn2Cc2cccs2)CC1 (configuration not stated),0.42,·
-0.66,CC(C)N(O)C(=O)NC(C)(C)C,-1.13,35.7
1.3,CCOc1cc(/C=C2\NC(=S)N(c3c(C)n(C)n(-c4ccccc4)c3=O)C2=O)ccc1O,1.09,-15.6
1.01,CC1CCN(CCNC(=O)C2CCCN(S(=O)(=O)c3cccc4nonc34)C2)CC1 (configuration not stated),1.07,-3.5
0.57,COc1ccc(C(=O)NCc2nnc(SCC(=O)Nc3cccc(C(F)(F)F)c3)o2)cc1OC,-0.28,25.8
-0.91,O=c1oc(-c2ccccc2NS(=O)(=O)c2ccc3ccccc3c2)nc2ccccc12,-0.2,-8.3
·,Cc1ccc(S(=O)(=O)C2(C(=O)NC3CCCCC3C)CC2)cc1 (configuration not stated),·,8.1
-0.65,Cc1cc(SCc2cc(=O)[nH]c3ccccc23)nc2ccccc12,0.08,25.6
-0.2,CCOC(=O)c1ccc(NC(=O)COc2cc(=O)n(CC)c3ccccc23)cc1,-0.35,·

# Next section:
sdo1 growth,SMILES,sdo1 growth Rescue 24 h,Insulin prom inh
0.3,CC(C)CC(NC(=O)OC(C)(C)C)C(=O)NC(C(=O)N1CCCC1C(N)=O)C(C)C (configuration not stated),-0.94,-19.5
-0.17,O=C1C2CC=C(Cl)CC2C(=O)N1CN(Cc1ccco1)CN1C(=O)C2CC=C(Cl)CC2C1=O (configuration not stated),-0.2,-14.3
-0.48,COc1cc(NS(=O)(=O)c2ccc(Cl)cc2)c(C(=O)O)cc1OC,-0.23,-107.1
-0.36,Cc1[nH]c2ccccc2c1/C=N/Nc1nc(N2CCCCC2)nc(N2CCCCC2)n1,-0.02,-12.9
0.5,CCOc1ccc(NC(=O)C(c2ccccn2)N(C(=O)CCl)c2ccc(F)cc2)cc1 (configuration not stated),-1.05,13.3
·,COc1ccc(-c2c(C#N)c(N)nc3c2CCCC3)cc1OC,·,-256.2
1.1,O=C(C1CCCN(S(=O)(=O)c2cnc[nH]2)C1)N(CCc1ccccc1)Cc1ccccc1 (configuration not stated),1.39,·
1.2,O=C(CCCC(=O)OCC(F)(F)C(F)F)Nc1nccs1,1.15,·
0.48,O=c1oc2ccccc2cc1-c1csc(Cc2nc(-c3ccc(Cl)cc3)cs2)n1,0.74,·
-0.36,CCn1c(CNC(=O)COc2ccc(C(C)C)cc2)nnc1SCC(=O)Nc1cc(F)ccc1C,-0.59,·
0.32,O=C(CN1CCC(O)(c2ccc(F)cc2)CC1)NCc1ccc(F)cc1,-0.27,·
0.01,Cc1cc2c(cc1C)N(CC(=O)N1CCCC1)C(=O)CC(c1ccccc1)=N2,0.46,6.5
1.54,Cc1cc(C)n(CCc2nc3c4ccccc4n(CC#N)c(=O)n3n2)n1,1.05,·
-0.32,c1coc(-c2nc3nc4ccccc4n3nc2-c2ccco2)c1,1.01,-34.5
·,C=CCNC(=O)c1ccccc1NC(=O)COc1ccccc1,·,-36.8
-0.09,COc1ccc(-c2cc(=O)oc3cc(OCC(C)=O)ccc23)cc1,-0.48,25.9
·,CN(C)CCN(C(=O)c1ccc(S(=O)(=O)N(C)C)cc1)c1nc2cc3c(cc2s1)OCCO3,·,15.4
0.12,COC(=O)C1=C(N)N(c2ccccc2F)C2=C(C(=O)CC(C)(C)C2)C1c1ccc(OC)c(OC)c1 (configuration not stated),-0.26,-53.9
-0.14,CN1CCN(CC(=O)O)CC1,-0.61,-30.9
0.39,CN1CCN(/C(=N\S(=O)(=O)c2ccc(F)cc2)c2ccccc2)CC1,-0.33,-2.6
·,S=c1[nH]nc(-c2cccs2)n1/N=C/c1c(Cl)cccc1Cl,·,-13.3
-0.32,Cc1ccc(Nc2nc(CSc3nnc(-c4cccnc4)n3-c3ccccc3C)cs2)cc1,0.2,-39.5
0.52,Cc1ccc(S(=O)(=O)/C(C#N)=C/c2c(N3CCN(C)CC3)nc3c(C)cccn3c2=O)cc1,1.06,-28.6
0.13,Cc1ccc(C(=O)NNC(=O)CSc2nnc3c(n2)[nH]c2ccc(C)cc23)cc1,0.65,·
-0.37,Cc1ccc(F)cc1NC(=S)NCCc1ccccc1,-0.81,17.9
1.27,Cn1ncc(Br)c1C(=O)Nc1ccc(Br)cn1,3.1,-31.2
0.97,Cc1nc(NC(=O)c2ccc(Cl)cc2)nc2cc3c(cc12)OCO3,0.75,-3.5
·,CN(C(=O)CSc1ncc(C(F)(F)F)cc1Cl)c1c(N)n(Cc2ccccc2)c(=O)[nH]c1=O,·,0.0
0.01,CCOC(=O)N1CCN(S(=O)(=O)c2ccc(C(=O)NNc3nc4c(C)cccc4s3)cc2)CC1,0.1,-66.7
-0.39,Cc1ccc(C(C(=O)NCc2ccco2)N(C(=O)Cn2nnc3ccccc32)c2ccccc2)o1 (configuration not stated),-0.67,-54.5
·,COC(=O)c1c(-c2ccccc2)csc1N1C(=O)Nc2ccccc2N1O,·,10.0
·,COc1cc(OC)cc(C(=O)NC(=S)N2CCCCCC2)c1,·,50.0
-0.65,CCCCCN(C(=O)NC(=O)Nc1ccc(C)cc1)S(=O)(=O)c1ccccc1,-1.16,·
-0.34,COC(=O)[C@H](CC(C)C)NC(=O)NCCCc1ccccc1,-1.62,18.8
·,CN1CCN(NC(=O)Nc2cccc(Cl)c2Cl)CC1,·,41.2

# A different layout for some results above:
Cc1nc(NC(=O)c2ccc(Cl)cc2)nc2cc3c(cc12)OCO3
  sdo1 growth = 0.97	sdo1 growth Rescue 24 h = 0.75	Insulin prom inh = -3.5

N#Cc1cn(-c2ccccc2)nc1C(=O)c1ccccc1
  sdo1 growth = -1.34	sdo1 growth Rescue 24 h = -0.13	Insulin prom inh = -8.1
